Source: PubChem (several laboratories)
MrgX1 antag – antagonists of human MrgX1 receptor, primary screen, HEK293 cells, Fluo-4 calcium flux | Mas-related G-protein coupled receptor member X1 (Homo sapiens), Q96LB2 | BAM8-22 antagonism; hits give low values | B-score at 10 µM | hit rate 1.3% among 310,000 | AID 588676, 2011;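 active means calcium-response B-score plate-corrected more than 3 library SD below zero, starting fluorescence within 5 deviations, no agonist response on first addition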;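 further: peak minus trough fluorescence over baseline after final BAM8-22 challenge near maximal dose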
HIF act – HIF pathway transcriptional activators, primary screen, cell-based, U2OS HRE-luciferase, luminescence; U2OS HRE-luciferase reporter; normalized: DMSO 0%, desferrioxamine 100%; activation, % at 7.5 µM (by protocol); hit rate 0.32% among 300,000;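 active means mean activation of at least 10% of the iron chelator positive control signal, with at least half of replicates also reaching 10%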
TRPC6 act – mouse TRPC6 channel activators, primary screen, cell-based, HEK293, membrane potential dye | Short transient receptor potential channel 6 (Mus musculus), Q61143 | HEK293-TRPC6 membrane potential dye fluorescence; hits give high values | B-score at 10 µM | hit rate 0.13% among 310,000;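 active means B-score of the integrated fluorescence ratio above library mean plus 3 SD, and starting fluorescence ratio within library mean plus 5 SD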;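 further: higher score means more depolarization so channel activation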
TRPC6 inhibitor – mouse TRPC6 channel inhibitors, primary screen, cell-based, HEK293, membrane potential dye. B-score at 10 µM. Short transient receptor potential channel 6 (Mus musculus), Q61143. hit rate 1.1% among 310,000. ACh-evoked depolarization; hits give low values;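 active means B-score under library mean minus 3 SD, initial fluorescence not abnormally high, positive integrated signal ratio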;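 further: B-score derived from integrated fluorescence ratio over the kinetic read; more negative B-score means stronger inhibition of depolarization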
TRPC4 PAM – positive allosteric modulators of TRPC4, primary screen, cell-based, mouse TRPC4beta, HEK293 mu-opioid, Fluo-4 calcium; Short transient receptor potential channel 4 (Mus musculus), Q9QUQ5; DAMGO EC20, Fluo-4 Ca2+ flux; hits give high values; B-score at 10 µM; hit rate 0.42% among 310,000;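 active means B-score of calcium response area above 5 SD of library B-scores, with initial fluorescence ratio within 5 SD of library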;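 further: B-score of integrated fluorescence ratio over time as area under calcium response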
Target sequence (Q9QUQ5 whole entry, looked up): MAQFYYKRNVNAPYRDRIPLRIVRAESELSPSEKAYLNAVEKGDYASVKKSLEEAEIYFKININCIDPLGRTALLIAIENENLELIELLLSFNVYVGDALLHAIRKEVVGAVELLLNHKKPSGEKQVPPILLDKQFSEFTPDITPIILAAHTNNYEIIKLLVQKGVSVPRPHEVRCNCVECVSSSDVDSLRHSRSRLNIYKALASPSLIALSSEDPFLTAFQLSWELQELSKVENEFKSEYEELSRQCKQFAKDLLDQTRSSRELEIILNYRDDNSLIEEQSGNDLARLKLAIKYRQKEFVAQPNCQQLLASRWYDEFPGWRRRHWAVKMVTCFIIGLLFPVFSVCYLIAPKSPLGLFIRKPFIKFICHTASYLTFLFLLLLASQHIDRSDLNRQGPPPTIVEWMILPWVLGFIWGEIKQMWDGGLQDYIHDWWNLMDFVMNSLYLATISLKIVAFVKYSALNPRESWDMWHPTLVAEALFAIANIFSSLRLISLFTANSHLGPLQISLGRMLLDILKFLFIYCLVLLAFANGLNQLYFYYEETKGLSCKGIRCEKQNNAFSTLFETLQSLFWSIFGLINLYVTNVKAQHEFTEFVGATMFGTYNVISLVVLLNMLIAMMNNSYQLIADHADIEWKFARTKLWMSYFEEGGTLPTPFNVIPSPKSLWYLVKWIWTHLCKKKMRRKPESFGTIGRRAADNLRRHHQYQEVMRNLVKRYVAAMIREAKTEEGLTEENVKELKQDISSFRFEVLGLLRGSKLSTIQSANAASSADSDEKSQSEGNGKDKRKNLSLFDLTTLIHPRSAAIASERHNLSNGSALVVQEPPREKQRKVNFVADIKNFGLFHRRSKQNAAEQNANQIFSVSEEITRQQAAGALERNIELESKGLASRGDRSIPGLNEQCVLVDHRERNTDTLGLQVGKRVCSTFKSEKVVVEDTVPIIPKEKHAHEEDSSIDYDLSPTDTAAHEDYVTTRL
TRPC4 inh – inhibitors of mouse TRPC4 channel, primary screen, Fluo4 calcium, HEK293 TRPC4beta/mu-opioid cells; Short transient receptor potential channel 4 (Mus musculus), Q9QUQ5; DAMGO-evoked Fluo4 calcium flux; hits give low values; B-score at 10 µM; hit rate 0.39% among 300,000;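 active means B-score over 3 SD under the library average, no early fluorescence shift, positive overall ratio signal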
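Assay system: HEK293 cells with stable TRPC4beta plus mu-opioid receptor expression. Dosing: single dose. Measured by: Fluo4 Ca2+ flux fluorescence. Also added: DAMGO in two steps, submaximal then maximal. Read-out: B score from integrated Fluo4 fluorescence ratio.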
KLF5 inh – KLF5 expression inhibitors, primary screen, DLD-1 cells, luminescence | inhibition, % at 5 µM | DLD-1 KLF5 promoter-luciferase reporter | hit rate 0.23% among 290,000 | AID 1700, 2009;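 active means inhibition above a per-plate limit of that plate's mean compound inhibition plus 3 SD, cut at about 60% in these data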;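 further: 0% = DMSO wells and 100% = LY294002 at 200 µM; higher means less KLF5 promoter-driven luciferase light; inactives centre near -14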
SKKanGAS inh – S. pyogenes SKKanGAS growth inhibitors in kanamycin, primary screen, streptokinase expression inhibitor project, SKKanGAS strain, BacTiter-Glo luminescence. 6 h. inhibition, % at 7.5 µM. hit rate 1.3% among 300,000;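 active means mean replicate score, as percent of positive control median, at least 50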;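 further: strain carries kanamycin resistance gene driven by streptokinase promoter and grows in 40 µg/ml kanamycin; loss of luminescence reflects streptokinase promoter inhibition or plain growth inhibition; 0% = median of DMSO wells and 100% = positive control at its reference dose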
TRPC4 agonist – activators of mouse TRPC4 channel, primary screen, Fluo4 calcium, HEK293 TRPC4beta/mu-opioid cells. Short transient receptor potential channel 4 (Mus musculus), Q9QUQ5. Fluo4 calcium fluorescence; hits give high values. B-score at 10 µM. hit rate 0.49% among 310,000. AID 2237, 2010;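 active means B-score above 5 SD of library B-scores, and initial fluorescence ratio not above library mean plus 5 SD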;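 further: positive B-score marks a calcium rise read as TRPC4 activation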
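Assay system: HEK293 cells stably co-expressing mouse TRPC4beta and mu-opioid receptor / Timing: Fluo4 dye loading 45 min at room temperature, 110 s recording / Signal: Fluo4 calcium-sensitive dye fluorescence, kinetic, 1 Hz baseline / Read-out: integrated baseline-normalised fluorescence ratio, converted to per-well B score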
IEC-6 cytotox – cytotoxicity in IEC-6 intestinal epithelial cells, primary screen, cytotoxicity control for KLF5 inhibitor project, cell-based, luminescence; inhibition, % at 5 µM; IEC-6 cytotoxicity, luminescence viability; hit rate 0.78% among 290,000; AID 1825, 2009; in the data active means inhibition above about 22%;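 further: 0% = plate median of test compound wells and 100% = cytotoxic reference compound wells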
aSyn 5UTR inh – MLPCN primary screen, SNCA 5' untranslated region; alpha-synuclein 5'UTR reporter, inhibitor activity; inhibition, % (tested at 7.5 µM); hit rate 0.82% among 300,000; AID 1813, 2009; in the data active means inhibition above about 60%;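 further: H4 neuroglioblastoma cells stably carrying SNCA 5'UTR luciferase fusion; 0% = DMSO wells and 100% = positive control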
Active calls of the source: *; i = inactive; . = no result given.

SMILES	MrgX1 antag	HIF act	TRPC6 act	TRPC6 inhibitor	TRPC4 PAM	TRPC4 inh	KLF5 inh	SKKanGAS inh	TRPC4 agonist	IEC-6 cytotox	aSyn 5UTR inh
N/C(=N\OC(=O)CCCC(=O)O)c1ncc(C(F)(F)F)cc1Cl	i	-0.1	i	i	i	i	-20	4	i	0	6
CCCCOc1ccc(-c2nc(-c3cccnc3)no2)cc1	i	2.9	i	i	i	i	-31	12	i	8	-49
CC(C)CC(=O)NC1(C(F)(F)F)C(=O)N(CC(C)C)C2=C1C(=O)CC(C)(C)C2 (stereo unspecified)	i	0.9	i	i	i	i	3	-2	i	6	37
CCCC(=O)NC(NC1CCS(=O)(=O)C1)C(Cl)(Cl)Cl (stereo unspecified)	i	-0.4	i	i	i	i	10	2	i	-4	-6
O=C(NCCc1ccccc1)C1CCCN(S(=O)(=O)c2cccc3nsnc23)C1 (stereo unspecified)	i	-0.1	i	i	i	i	-7	-21	i	-2	13
O=C(NCCn1cc(SCC(=O)N2CCOCC2)c2ccccc21)c1ccccc1	i	0.6	i	i	i	i	-15	-2	i	4	-17
Cc1cnc(NC(=O)Cc2cccs2)s1	i	.	i	i	i	i	-53	2	i	-2	.
CC(C)C(=O)NNC(=O)CSc1nnnn1C(C)C	i	-1.0	i	i	i	i	-12	3	i	-3	9
COC(=O)COc1nc(C)c(Br)c(OC)n1	i	0.0	i	i	i	i	-18	4	i	-3	-40
COCOc1ccc(C=O)c(O)c1	i	0.0	i	i	i	i	.	0	i	.	-6
CCC(C)N=C1CC(C)(C)CC(=O)/C1=C(/O)Cc1ccccc1 (stereo unspecified)	i	0.0	i	i	i	i	-13	-4	i	-7	-8
CC(C)n1c(SCC(=O)N2CCN(C(=O)c3ccco3)CC2)nc2c1c(=O)n(C)c(=O)n2C	i	0.1	i	i	i	i	-23	-5	i	14	24
CCOC(=O)C1CCCN(C(=O)Cc2c(C(=O)O)[nH]c3ccccc23)C1 (stereo unspecified)	i	-0.1	i	i	i	i	-18	7	i	-1	12
CCC(NS(=O)(=O)c1ccc(OC)cc1)C(=O)NCCc1ccccc1 (stereo unspecified)	i	0.2	i	i	i	i	-8	0	i	2	19
O=C(Nc1ccc(N2CCCC2)c(Cl)c1)c1cccnc1	i	1.7	i	i	i	i	-60	11	i	6	-112
CCOc1ccccc1/C=C/C(=O)NCC(=O)N1CCC(N(C)C2CCCCC2C)CC1 (stereo unspecified)	i	-0.1	i	i	i	i	3	0	i	-4	3
O=C(CC1SC(=Nc2ccc(OC(F)F)cc2)N(CCN2CCOCC2)C1=O)Nc1ccc(F)cc1F (stereo unspecified)	i	-0.8	i	i	i	i	-7	-4	i	-5	27
O=C(CNS(=O)(=O)c1cccc(Br)c1)NCC1CCCCC1	i	-0.1	i	i	i	i	-39	-10	i	-2	10
CCOCN(C(=O)Cn1cnc2ccccc21)c1c(C)cccc1CC	i	-0.7	i	i	i	i	-22	-2	i	-4	16
O=C(N/N=C(\c1ccccc1)c1cccnc1)C(O)(c1ccccc1)c1ccccc1	i	0.1	i	i	i	i	-36	8	i	4	-8
CCOC(=O)c1cnc(-n2nc(C)cc2C)nc1NNc1ncc(-c2ccccc2)cn1	i	0.2	i	i	i	i	-10	28	i	-1	83*
Cc1ccc(/C=C2/Sc3ccccc3N(CC(=O)NCC3CCCO3)C2=O)cc1 (stereo unspecified)	i	-0.2	i	i	i	i	-40	4	i	-10	4
O=C(CSc1ccc2ccccc2n1)Nc1nsc(-c2ccc(Cl)cc2)n1	i	-0.6	i	i	i	i	-11	-1	i	-1	4
Cc1ccc(C(=O)CSc2cnc3ccccc3n2)cc1C	i	-0.4	i	i	i	i	-45	14	i	4	-35
COc1cc(C(=O)NC(=S)Nc2nccs2)cc(OC)c1OC	i	0.0	i	i	i	i	-36	-13	i	2	-11
NC(=O)C1(N2CCCCC2)CCN(C(=O)c2ccccc2)CC1	i	-0.2	i	i	i	i	-12	-4	i	1	11
O=C(c1ccccc1)c1ccccn1	i	0.0	i	i	i	i	-18	-21	i	6	-11
CCc1ccc(NSc2ccccc2[N+](=O)[O-])cc1	i	2.1	i	i	i	i	-24	76*	i	11	17
COc1ccc(CC(=O)NNC2=Nc3cccc4cccc2c34)cc1	i	-0.4	i	i	i	i	-1	1	i	1	15
CCc1ccc(OC)c(S(=O)(=O)NCCOc2ccccc2)c1	i	0.0	i	i	i	i	1	-16	i	-6	39
Nc1ccc(NC(=O)c2ccc(C(=O)Nc3ccc(N)cc3)cc2)cc1	i	-0.1	i	i	i	i	-24	-7	i	-8	13
Cc1c2c(n3c(nc4ccccc43)c1C#N)N(CCCN(C)C)CC2	i	-0.3	i	-8.3*	i	i	-15	-5	i	2	12
Cc1ccc(CN2CCN(Cc3cccn3-c3ccccn3)CC2CCO)o1 (stereo unspecified)	i	-0.2	i	i	i	i	-35	6	i	-6	-19
O=S(=O)(NC(=NC1CCCCC1)c1ccccc1)c1ccccc1	i	-0.4	i	i	i	i	-20	0	i	2	19
O=S1(=O)CCOC[C@H](Cc2ccccc2)N1Cc1ccccc1	i	0.0	i	i	i	i	.	-1	i	.	17
CCn1c(CNc2ccc(Cl)cc2)nnc1SCc1ccc(Cl)cc1	i	.	i	i	i	i	-28	-3	i	0	-5
O=C(O)COCC(=O)NCc1csc2ccc(Cl)cc12	i	0.2	i	i	i	i	-1	-2	i	4	-9
Cc1ccc(Nc2nc(-c3sc(N)nc3C)cs2)cc1	i	-5.3	i	-7.7*	i	i	-77	19	i	-1	-134
CN1CCN(C(=O)N2c3ccccc3C=Cc3ccccc32)CC1	i	-16	i	i	13*	i	-21	-1	i	1	1
O=C(Nc1ccccc1F)c1ccc(CSc2ccccc2)o1	i	1.1	i	i	i	i	4	0	i	-1	-70
CN(CCOc1ccccc1)CC(=O)Nc1ccc(S(=O)(=O)N2CCCC2)cc1	i	-0.1	i	i	i	i	1	-6	i	-5	2
CCOCCn1c(CN2CCCC(C)C2)nc2c1c(=O)n(C)c(=O)n2C (stereo unspecified)	i	-0.1	i	i	i	i	.	3	i	.	-12
C/C(=N/NC(=O)c1cccs1)c1ccc(NC(=O)COc2ccc(Cl)cc2Cl)cc1	i	2.3	i	i	i	i	6	2	i	4	-17
COc1ccc(S(=O)(=O)N2CCN(c3c(C)cccc3C)CC2)cc1OC	i	-0.3	i	i	i	i	-37	-1	i	0	2
Cc1cc(C)c(NC(=O)CCCSc2nnc(N)s2)c(C)c1	i	-0.1	i	i	i	i	-12	-18	i	5	10
CCc1cc(C(=O)NCC(C)(C)N2CCOCC2)sc1C	i	0.7	i	i	i	i	.	-4	i	.	11
S=c1[nH]nc(-c2ccc(Cl)cc2)n1CCCN1CCOCC1	i	-0.3	i	i	i	i	-8	9	i	-4	-1
Cc1cccc(-n2c(SCC(=O)N3CCCC3)nc3n[nH]c(C)c3c2=N)c1	i	0.4	i	i	i	i	-6	.	i	6	17
COc1ccc(C)cc1NC(=O)CN1CCN(S(=O)(=O)c2ccc(C(C)C)cc2)CC1	i	-0.2	i	i	i	i	4	25	i	-1	7
O=C(N/N=C/c1cccnc1)c1ccc([N+](=O)[O-])cc1	i	-0.2	i	-5.3*	i	i	-13	-2	i	2	14
C#CCOCCOCCOCCNc1nc(N2CCN(C(=O)[C@H](C)n3cc(CCCN=C(N)N)nn3)CC2)nc(N2CCN(C(=O)[C@H](C)n3cc(CCCN=C(N)N)nn3)CC2)n1	i	0.0	i	i	i	i	-14	8	i	6	6
O=C1NC2(CCCC2)C(=O)N1Cc1cc(=O)n2ccsc2n1	i	-0.2	i	i	i	i	-11	0	i	-3	-4
Cc1cccc(-c2noc(CNC(=O)Nc3ccc(F)cc3)n2)c1	i	-0.3	i	i	i	i	10	-2	i	4	13
O=C(CC1CCCCC1)OCn1nnc2ccccc2c1=O	i	-36	i	i	i	i	-12	17	i	-2	2
O=C(CSC(=S)N1CCOCC1)c1cc2ccccc2oc1=O	i	-0.4	i	i	i	i	-62	1	i	0	-63
CCOC(=O)CNC(=O)CSc1ncnc2c1cnn2-c1ccc(Cl)cc1	i	-30	i	i	i	i	-35	-4	i	0	-1
CC(=O)Nc1ccc(NC(=O)C(C)N(C)CC(=O)Nc2ccccc2Br)cc1 (stereo unspecified)	i	-1.1	i	i	i	i	11	5	i	2	-1
CC(NC(=O)CCc1nnc(CCCc2ccccc2)o1)c1ccccc1 (stereo unspecified)	i	1.1	i	i	i	i	-2	-11	i	-7	-53
Cc1ccsc1/C=N/n1c(C2CCCCC2)n[nH]c1=S	i	0.4	i	i	i	i	-10	-8	i	0	10
CCN(CC)CCCNC(=O)c1cc2c(=O)[nH]c3ccc(C)cc3c2s1	i	1.0	i	i	i	i	-8	6	i	3	-13
Remaining list, next part
SMILES	MrgX1 antag	HIF act	TRPC6 act	TRPC6 inhibitor	TRPC4 PAM	TRPC4 inh	KLF5 inh	SKKanGAS inh	TRPC4 agonist	IEC-6 cytotox	aSyn 5UTR inh
COc1cccc(C2C(C#N)=C(N)Oc3c2oc(CO)cc3=O)c1 (stereo unspecified)	i	-0.6	i	i	i	i	-45	-9	i	-1	0
O=C(OCc1cn(-c2ccc(Cl)c(Cl)c2)nn1)c1ccccc1	i	-0.1	i	i	i	i	-31	6	i	-2	9
Cc1cccc(C)c1OCc1cc(C(=O)N2CCCCCCC2)no1	i	1.1	i	i	i	i	-54	29	i	6	-16
Cc1cc(C(=O)COC(=O)c2ccc[nH]c2=O)c(C)n1-c1ccc(F)cc1	i	-2.9	i	i	i	i	-167	9	i	-2	5
CCOc1ccc(/C=N/NC(=O)c2c(C)n(C)c3ccc(OC)cc23)cc1	i	3.0	i	i	i	i	15	0	i	-4	10
